Pf growth 48h – inhibits P. falciparum growth in the first generation, 48 h. P. falciparum luciferase growth in erythrocytes, 48 h. Potency, µM (top dose mostly 28.7 µM), for the others: at the top dose activity change, negative = inhibition, usual class: inhibitors. actives 5.9% (n = 310,000). AID 504832; note: potency is the fitted concentration of half-maximal effect; % is set by controls: 0 for no effect and ±100 for the full control effect
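A one-generation exposure of luciferase-tagged malaria parasites in RPMI 1640/Albumax erythrocyte culture, 37 C and 5% CO2. Inhibition is inferred from decreased luminescence after adding detection reagent.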
CHX counter – affects cycloheximide protein synthesis inhibition readout, counter-screen; actives 12% (n = 300,000); cell reporter, cycloheximide protein synthesis inhibition counterscreen; max response, %; AID 2314; in the data active = max response mostly above about 13%, no sharp cut-off; inactive = mostly below about 14%; note: read at 38.3 µM for the half of the compounds with a filed dose; 0% is about no effect
HCV inhibitor – inhibitors of hepatitis C virus infection. Huh7.5.1 HCVcc-Cre infection, luciferase reporter, 44 h. Potency, µM (series often up to 41.8 µM), for inactives: at the top dose activity change, negative = inhibition, most hits filed as inhibitors. actives 3.4% (n = 340,000); note: potency is the fitted concentration of half-maximal effect; % is set by controls: 0 for no effect and ±100 for the full control effect
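Infectious HCVcc-Cre (~0.5 moi) was added to cells just after compound, with cells seeded 4 h earlier at 1,000 per well. Luciferase activity after 44 h culture reported infection; substrate was incubated 15 min at room temperature before reading.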
Shiga toxin inh – blocks Shiga toxin action in Vero cells | inhibition, % at 38.7 µM | Vero cells, Shiga toxin protein synthesis inhibition reporter | actives 9.2% (n = 290,000); in the data active = inhibition mostly above about 28%, no sharp cut-off; inactive = mostly below about 43%; note: 0% is about no effect
Giardia FBPA inh – Giardia lamblia aldolase inhibition; A8B2U2; purified Giardia FBPA; Potency, µM (highest dose often 59.6 µM), inactives show top-dose activity, negative = inhibition, usual class: inhibitors; actives 0.71% (n = 290,000); note: potency is the fitted concentration of half-maximal effect; % is set by controls: 0 for no effect and ±100 for the full control effect; nearly all actives have a fitted effect of over 55% in size
Target sequence (A8B2U2 whole entry, looked up): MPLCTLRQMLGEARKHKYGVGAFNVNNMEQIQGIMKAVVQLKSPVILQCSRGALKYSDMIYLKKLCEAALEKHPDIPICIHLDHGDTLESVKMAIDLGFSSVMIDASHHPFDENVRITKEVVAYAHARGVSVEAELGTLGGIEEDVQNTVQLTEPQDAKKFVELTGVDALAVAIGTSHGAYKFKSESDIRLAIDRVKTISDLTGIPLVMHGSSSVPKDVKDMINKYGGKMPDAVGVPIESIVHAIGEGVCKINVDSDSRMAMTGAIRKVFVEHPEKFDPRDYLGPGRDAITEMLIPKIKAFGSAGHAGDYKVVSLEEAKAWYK
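40 nM FBPA preincubated 10 min at RT with compound (up to 57.5 uM final), then substrate plus GAPDH/TPI/NAD/arsenate coupling and diaphorase/resazurin added. Fluorescence read after 20 min at RT, 525/598 nm.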
Pf growth 96h – P. falciparum growth inhibition at 96 hours. P. falciparum luciferase reporter growth, 96 h. Potency, µM (top dose mostly 28.7 µM), for inactives: at the top dose activity change, negative = inhibition, actives largely listed as inhibitors. actives 6.9% (n = 320,000). AID 504834; note: potency is the fitted concentration of half-maximal effect; % is set by controls: 0 for no effect and ±100 for the full control effect
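P. falciparum expressing integrated firefly luciferase grown in erythrocytes (2% hematocrit, 0.05% parasitemia final) with compounds for 96 hours at 37 C, 5% CO2. Growth inhibition read as loss of luminescence after adding luciferase detection reagent.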
Numbers without * were called inactive; i = inactive; ? = inconclusive; / = no result given; [ ] = remark or other dose. Unless noted, calls come from the whole dose curve; as a rule, active = well fitted curve in the direction sought with a large enough effect; inconclusive = small, poorly fitted or top-dose-only effect, or another doubt; inactive = no such curve, though single readings can be large; an effect the other way counts as inactive or inconclusive. Outcome played no part in choosing rows; about 24% have a hit in one of these screens.

SMILES	Pf growth 48h	CHX counter	HCV inhibitor	Shiga toxin inh	Giardia FBPA inh	Pf growth 96h
COc1ccc([C@H]2CC(=O)C=C(c3cccc(F)c3OC)C2)cc1	12.8%	/	?	/	/	33.2%[activator]
CCOC(=O)c1ccc(NC(=O)CCNC(=O)c2ccc([N+](=O)[O-])cc2)cc1	?	-0.9	9.0%	23.2	-1.0%	?
Oc1ccccc1N=N/C(=N/Nc1ccccc1O)c1ccccc1	4.15µM*	/	3.8%[8.37 µM]	/	/	8.28µM*
COc1cc(OC)c(OC)cc1CNc1cc(C)ccc1OC	?	-1.7	?	22.3	-12.8%	?
O=C(Nc1ccc(Cl)cc1)Nc1ccc(-c2cnco2)cc1	?	19.7*	7.2%	29.2	-3.2%	?
CCc1nnc(NS(=O)(=O)c2ccc(NC(=O)c3cc(Cl)ccc3Cl)cc2)s1	?	-2.9	11.3%	10.8	13.7%	482.4%[activator]
O=C(Nc1ncc2c(n1)-c1ccccc1CC2)c1cccs1	?	27.8*	-11.5%	63.7	-28.8%	?
COc1cc(/C=C/C(=O)O)cc(S(=O)(=O)N2CCc3ccccc3C2)c1OC	1.8%	6.2	12.8%	12.8	-9.8%	-3.4%
CCOC(=O)N1CCC(=NNc2ncc(C(F)(F)F)cc2Cl)CC1	0.9%	7.4	11.1%	28.3	?	26.2%
O=C(COC(=O)C1CCC1)Nc1ccc(OC(F)F)cc1	8.8%	-2.3	11.0%	17.4	-3.2%	25.3%
CC1CCCCC12NC(=O)N(CC(=O)Nc1ccc(N3CCCCC3)cc1)C2=O (configuration not stated)	42.9%[activator]	/	?	/	/	47.8%[activator]
Cc1ccccc1-n1nnnc1SC(C)C(=O)Nc1ccc(N2CCN(C)CC2)cc1 (configuration not stated)	?	-1.0	-15.1%	-1.8	3.1%	?
O=C(COc1ccc(S(=O)(=O)NC2CCCC2)cc1)NCC1CCCO1 (configuration not stated)	-13.6%	-2.2	0.1%	20.2	2.8%	50.9%[activator]
NC(=O)CC(NC(=O)Cc1ccc(Br)cc1)c1ccc(NC2CC3CCC2C3)c([N+](=O)[O-])c1 (configuration not stated)	8.6%	8.1	1.6%	60.0	-10.4%	11.7µM*
CCc1ccc(NC(=O)c2c(Cl)nc(C)c(Cl)c2C)cc1	?	6.4	?	13.3	?	?
O=C(Nc1ccc2c(c1)OCCO2)C1CCN(S(=O)(=O)c2cccc3nsnc23)CC1	-26.1%	-0.7	12.9%	9.4	-3.9%	?
Cc1ccc(C(=O)Nc2ccccc2Cl)cc1	204.8%[activator]	36.6*	8.3%	/	10.3%	-10.7%
Cc1c(C(=O)O)cnc2c([N+](=O)[O-])cnn12	5.4%	-1.2	5.8%	0.7	0.5%	?
CC(=O)OC[C@H](N)C(=O)c1ccccc1	/	-1.3	/	-13.9	-3.1%	/
Cc1ccc(S(=O)(=O)Oc2ccc(C)cc2/C=N/N=C2\NC(=O)C(C)S2)cc1 (configuration not stated)	31.9%[activator]	30.2*	-3.2%	72.6*	8.3%	?
O=C(O)CSc1nc2ccccc2c(=O)[nH]1	/	-4.2	21.0%	-2.7	5.1%	34.4%[activator]
COc1cc(-n2c(=O)c3ccccc3n(CC(=O)c3ccc(Br)cc3)c2=O)cc(OC)c1OC	3.1%	-8.8	12.3%	-20.6	0.9%	62.9%[1.15 µM]
COc1cc(C(=O)NCCN2CCN(C(=O)c3cc(OC)c(OC)c(OC)c3)CC2)cc(OC)c1OC	40.0%[activator]	-3.4	?	2.5	/	-9.7%
CCOc1ccc(S(=O)(=O)N2CCN(C(=O)Cc3n[nH]c(=O)c4ccccc34)CC2)cc1	?	/	?	/	/	-18.0%
COc1ccccc1N1CCN(/N=C/c2ccc(Cl)c([N+](=O)[O-])c2)CC1	63.8%[activator]	54.8*	-16.3%	43.4*	-1.0%	335.9%[activator]
CCOC(=O)C1CCCN(Cc2nc(CC3CC3)no2)C1 (configuration not stated)	31.8%	12.1	11.0%	46.1	3.4%	3.5%
COc1ccc(OC)c(/C=N/Nc2nc(C)cc(=O)[nH]2)c1	-7.2%	4.6	-16.7%	9.8	-28.1%	-5.1%
CCc1ccc(NC(=O)CSc2nc3ccccc3c(=O)n2CCCC(=O)NCCCN2CCOCC2)cc1	7.38µM*	4.8	11.2µM*	-8.8	4.2%	?
CN(C)CCCNC(=O)c1ccc(/C=N/O)nc1	-24.1%	35.6*	-1.8%	70.8	2.3%	i
COc1ccccc1NC(=O)c1c([N+](=O)[O-])c(C(C)(C)C)nn1C	?	1.7	4.6%	-13.1	-8.1%	?
Cc1[nH]c(=O)c(C#N)cc1-c1ccccc1	-12.5%	-1.9	12.8%	-8.8	0.9%	-0.2%
CCCCCCCN1N=C(C)C(C(=O)c2ccccc2)C1=O (configuration not stated)	/	0.6	8.3%	-1.8	-10.1%	35.5%[activator]
Cc1ccc(C)c(C(=O)COC(=O)c2nn(C)c(=O)c3ccccc23)c1	0.6%	/	21.4%	/	/	-19.4%
CC(C)C[C@H](NC(=O)c1nc[nH]c1C(=O)NCCCCCNC(=O)OC(C)(C)C)C(=O)OCc1ccccc1	?	6.6	57.3%[activator]	-9.5	?	9.28µM*
CSCC(=O)N1CCC(n2nccc2NC(=O)c2ccc3c(c2)OCO3)CC1	13.6%	36.4*	10.4%	62.0*	1.0%	?
CCC(CC)CN1C(Nc2ccccc2)=NC[C@@H]1CC(C)C	?	-1.2	5.4%	-10.2	7.2%	0.1%
O=C(NCCc1ccccn1)c1ccc(NS(=O)(=O)c2ccc(F)cc2)cc1	-1.4%	9.5	?	-10.0	1.6%	-4.9%
COc1ccc(C(=O)N2CCn3c(C)ccc3C2C)cc1 (configuration not stated)	?	1.9	-5.6%	-6.3	?	-4.1%
COc1ccc(CCNC(=O)c2cc(-c3ccc(Cl)c(Cl)c3)oc2C)cc1	5.8%	7.7	-0.2%	-6.2	13.3%	15.2%
COc1ccc(CNC(=O)c2cc(-c3cc(C)ccc3O)n[nH]2)cc1	?	8.8	-20.1%	-2.2	0.1%	?
O=C(C1CCCCC1)N1CCC(n2nnc3ccccc32)CC1	-29.8%	-4.4	6.0%	-17.6	-0.7%	-10.6%
COc1ccc(-n2cc(C#N)c(=O)[nH]c2=O)cc1	?	-3.4	14.4%	-10.1	-1.9%	65.1%[1.15 µM]
CNC(=O)CC(C(=O)O)c1ccc(OCC(C)C)cc1 (configuration not stated)	27.8%	-1.4	-6.5%	6.9	0.6%	124.9%[activator]
C=CCN1C(=O)C(C)NC1=S (configuration not stated)	25.2%	-0.6	-3.5%	6.7	-3.5%	6.3%
COc1ccccc1N1CCN(S(=O)(=O)c2cn(C)cn2)CC1	28.0%	-6.3	10.2%	11.5	-1.4%	1.6%
COc1cccc(C(=O)Oc2ccc(/C=N/NC(=O)c3ccncc3)cc2OC)c1	3.0%	-1.2	5.2%	-8.3	/	38.4%[activator]
CCc1ccc(NS(=O)(=O)c2ccc3[nH]cc(C(=O)NCC4CCCO4)c(=O)c3c2)cc1 (configuration not stated)	?	27.1*	6.5%	128.1	-5.1%	?
O=C(Nc1nnc(-c2cccs2)o1)c1cccc(C(F)(F)F)c1	/	-5.4	?	-10.8	24.1%	?
Cc1ccc(S(=O)(=O)N2CCN(C(C(=O)Nc3ccc(F)cc3)c3ccccc3)CC2)cc1 (configuration not stated)	?	-3.2	-12.3%	-10.0	-0.1%	?
CCCc1nc2oc3c(NCC4CCCO4)ncnc3c2c2c1COC(C)(C)C2 (configuration not stated)	-26.1%	-3.1	?	-13.3	0.4%	11.5%[5.75 µM]
O=C(N/N=C/c1ccc(Br)s1)c1ccco1	-25.7%	54.9*	4.7%	91.4*	2.8%	-3.4%
Cc1cccc(OCC(=O)NCC(=O)N/N=C/c2ccc([N+](=O)[O-])cc2)c1	0.5%	-5.0	-20.4%	-7.7	2.9%	?
O=C(OCC(=O)N1CCCC1)c1cccs1	25.7%	42.2*	18.5%	72.0*	2.5%	5.4%
CCc1sc(N2C(=O)C3C4CCC(C4=C(C)C)C3C2=O)nc1-c1ccccc1 (configuration not stated)	0.0%	-2.2	/	-7.0	-0.4%	/
O=C(NNC(=O)c1cccnc1SCc1cccc([N+](=O)[O-])c1)c1cccnc1	16.1%	6.1	2.9%	-13.7	0.3%	37.6%[activator]
O=C(CCCCn1c(=O)[nH]c2ccccc2c1=O)NCc1ccc2c(c1)OCO2	-14.5%	1.5	-18.0%	-16.2	-3.0%	?
CCOc1ccccc1-n1nnnc1SCC(=O)NCc1ccco1	13.9%	-3.7	-9.1%	24.0	-6.9%	37.0%[activator]
CCOC(=O)C(CSCC(=O)c1ccc(Br)cc1)NC(=O)OC(C)(C)C (configuration not stated)	/	7.7	/	-4.3	0.8%	30.2%[activator]
C=CCc1cccc(/C=N/NC(=O)CN2CCN(Cc3ccccc3)CC2)c1O	/	-6.5	/	-6.3	12.7%	/
CCN(CC)CCCOC(=O)C(c1ccccc1)c1ccccc1	?	0.7	0.562µM*	-21.6	-3.3%	?

A different layout for part of the listing above:
| compound | Pf growth 48h | CHX counter | HCV inhibitor | Shiga toxin inh | Giardia FBPA inh | Pf growth 96h |
| --- | --- | --- | --- | --- | --- | --- |
| Cc1ccc(S(=O)(=O)N2CCN(C(C(=O)Nc3ccc(F)cc3)c3ccccc3)CC2)cc1 (configuration not stated) | ? | -3.2 | -12.3% | -10.0 | -0.1% | ? |
| CCCc1nc2oc3c(NCC4CCCO4)ncnc3c2c2c1COC(C)(C)C2 (configuration not stated) | -26.1% | -3.1 | ? | -13.3 | 0.4% | 11.5%[5.75 µM] |
| O=C(N/N=C/c1ccc(Br)s1)c1ccco1 | -25.7% | 54.9* | 4.7% | 91.4* | 2.8% | -3.4% |
| Cc1cccc(OCC(=O)NCC(=O)N/N=C/c2ccc([N+](=O)[O-])cc2)c1 | 0.5% | -5.0 | -20.4% | -7.7 | 2.9% | ? |
| O=C(OCC(=O)N1CCCC1)c1cccs1 | 25.7% | 42.2* | 18.5% | 72.0* | 2.5% | 5.4% |
| CCc1sc(N2C(=O)C3C4CCC(C4=C(C)C)C3C2=O)nc1-c1ccccc1 (configuration not stated) | 0.0% | -2.2 | / | -7.0 | -0.4% | / |
| O=C(NNC(=O)c1cccnc1SCc1cccc([N+](=O)[O-])c1)c1cccnc1 | 16.1% | 6.1 | 2.9% | -13.7 | 0.3% | 37.6%[activator] |
| O=C(CCCCn1c(=O)[nH]c2ccccc2c1=O)NCc1ccc2c(c1)OCO2 | -14.5% | 1.5 | -18.0% | -16.2 | -3.0% | ? |
| CCOc1ccccc1-n1nnnc1SCC(=O)NCc1ccco1 | 13.9% | -3.7 | -9.1% | 24.0 | -6.9% | 37.0%[activator] |
| CCOC(=O)C(CSCC(=O)c1ccc(Br)cc1)NC(=O)OC(C)(C)C (configuration not stated) | / | 7.7 | / | -4.3 | 0.8% | 30.2%[activator] |
| C=CCc1cccc(/C=N/NC(=O)CN2CCN(Cc3ccccc3)CC2)c1O | / | -6.5 | / | -6.3 | 12.7% | / |
| CCN(CC)CCCOC(=O)C(c1ccccc1)c1ccccc1 | ? | 0.7 | 0.562µM* | -21.6 | -3.3% | ? |
